DUSP1 inh = inhibitors of human MKP-1 phosphatase; 65,000 tested, 0.15% active; inhibition, %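 (compounds tested at a single concentration somewhere between 10 and 100 µM)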; recombinant MKP-1, OMFP hydrolysis fluorescence; P28562;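 active = inhibition above about 50%, limit read from the data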;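 note: 0% = DMSO max control wells and 100% = wells with enzyme stopped by NaOH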
Target sequence (P28562 whole entry, looked up): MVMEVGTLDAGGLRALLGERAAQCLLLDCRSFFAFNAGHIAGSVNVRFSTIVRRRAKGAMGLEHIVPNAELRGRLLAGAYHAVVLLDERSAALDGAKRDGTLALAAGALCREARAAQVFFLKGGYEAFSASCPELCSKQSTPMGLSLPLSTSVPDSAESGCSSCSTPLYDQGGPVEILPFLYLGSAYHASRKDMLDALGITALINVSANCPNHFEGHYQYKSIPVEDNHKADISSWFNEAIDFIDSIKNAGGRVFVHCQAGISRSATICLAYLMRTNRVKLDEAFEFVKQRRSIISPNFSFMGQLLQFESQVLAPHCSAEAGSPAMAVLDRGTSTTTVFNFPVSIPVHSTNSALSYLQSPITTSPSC
FXIIa inh mix = blocks human factor XIIa in pooled compound mixtures; P00748; purified FXIIa, fluorogenic substrate; inhibition, % at 5 µM; 62,000 tested, 0.2% active; AID 684; in the data active = inhibition above about 20%, passing the limit was not always enough;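 note: 0% = enzyme without compound and 100% = no enzyme blank; some results filed as inactive read as strong as hits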
Cdc25B block = inhibitors of human Cdc25B phosphatase; recombinant Cdc25B, OMFP fluorescence Ex485/Em525; P30305; inhibition, %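 (compounds tested at 10 µM final in the well)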; 65,000 tested, 0.1% active; AID 368; in the data active = inhibition above about 50%
RORa activator = activates the human nuclear receptor RORA | P35398 | CHO-K1 Gal4-RORA LBD luciferase reporter, luminescence; percent increase over mock-subtracted basal signal | activation, % at 10 µM | 65,000 tested, 1.5% active;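 active = activation above the mean of all tested compounds plus 3 SD, cut at about 49% in these data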;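 note: 0% = DMSO-treated RORA cells and 100% = added signal equal to DMSO minus mock-transfected cells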
SF1 activator = activates the human nuclear receptor SF-1; Q13285; CHO-K1 Gal4-SF-1 LBD luciferase reporter; % increase over DMSO SF-1-specific signal; activation, % at 10 µM; 65,000 tested, 1.9% active;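 active = activation above the mean activation of all tested compounds plus 3 SD, cut at about 50% in these data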
Target sequence (Q13285 whole entry, looked up, the tested form may be a part): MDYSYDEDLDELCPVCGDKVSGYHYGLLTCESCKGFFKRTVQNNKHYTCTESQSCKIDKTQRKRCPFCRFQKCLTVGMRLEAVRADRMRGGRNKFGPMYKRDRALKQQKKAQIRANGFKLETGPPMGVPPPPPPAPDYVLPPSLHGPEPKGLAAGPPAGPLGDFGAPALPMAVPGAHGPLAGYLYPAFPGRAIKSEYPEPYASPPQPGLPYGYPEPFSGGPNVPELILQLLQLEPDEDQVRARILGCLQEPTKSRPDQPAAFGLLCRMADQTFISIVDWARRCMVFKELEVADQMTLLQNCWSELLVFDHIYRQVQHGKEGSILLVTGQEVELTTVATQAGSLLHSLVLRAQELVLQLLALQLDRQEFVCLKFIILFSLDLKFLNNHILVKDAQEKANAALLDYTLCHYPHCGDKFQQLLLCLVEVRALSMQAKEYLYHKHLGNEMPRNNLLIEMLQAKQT
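material = CHO-K1 cells with Gal4–hSF-1 LBD chimera plus Gal4-driven luciferase | compound = 10 µM single point, 1% DMSO | incubation = 20 h compound exposure at 37 °C after 1 h cell settling | measured by = SteadyLite luciferase luminescence | evaluation = percent activation relative to DMSO median and mock-transfected background | control set = DMSO negative control and −SF1 background wells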
Her2 expr inh = inhibitors of human Her2 kinase expression | 65,000 tested, 0.69% active | SKBR-3 HER2 protein level, AlphaScreen, 18-24 h; active compounds read low | AID 645 | P04626 | HER2 level % of control, % at 10 µM;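 active = HER2 level under 5% of the carrier-only control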;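 note: 100% = DMSO carrier and 0% = 500 nM PU-H71 HSP90 inhibitor; lower value means stronger loss of Her2 protein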
D1 allo mod = D1 dopamine receptor (human) allosteric modulation. P21728. HEK293 D1, CRE-luciferase, dopamine EC30 potentiation; actives deviate in either direction. B-score at 10 µM. 58,000 tested, 5.9% active;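 active = luminescence count or its row- and column-corrected plate score outside the 99.7% band of the plate's sample wells, on either side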
Hsp90 block = displaces geldanamycin probe from tumor Hsp90; AID 429; NCI-N417 lysate Hsp90, Cy3B-geldanamycin FP displacement; 64,000 tested, 0.35% active; P07900; inhibition, % at 30 µM;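 active = inhibition above 50%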;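 note: 0% = tracer plus lysate wells and 100% = tracer alone without lysate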
TNAP act mid DEA = human TNAP activation, intermediate phosphate acceptor. P05186. purified TNAP, CDP-star luminescence, 100 mM DEA, 30 min; active compounds read high; scale: 0 levamisole-inhibited, 1 vehicle-only enzyme. activation factor at 20 µM. 64,000 tested, under 10 active. AID 813;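 active = activation factor of at least 2 at 20 µM, relative to controls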
* hit, by the source's call; . = not tested or not shown.

Compound | DUSP1 inh | FXIIa inh mix | Cdc25B block | RORa activator | SF1 activator | Her2 expr inh | D1 allo mod | Hsp90 block | TNAP act mid DEA
CCC1S/C(=C(\C#N)C(=O)NCc2ccco2)N(c2ccc(Br)cc2)C1=O (configuration not stated) | -11 | -5 | 2 | -2 | 3 | 92 | 1.1 | -2 | 0.9
COc1cc(CNc2ccc3[nH]c(=O)[nH]c3c2)ccc1OCC(=O)NC(C)(C)C | 8 | 5 | -16 | -4 | 20 | 124 | 0.75 | 18 | 0.9
CCOC(=O)N1CCC(NC(=O)c2sc(-n3cccc3)nc2C)CC1 | 12 | -1 | -7 | -14 | -9 | 77 | 1.8 | 0 | 0.9
O=C(CN1C(=O)CC(c2ccco2)Sc2ccccc21)Nc1ccc2c(c1)OCCO2 (configuration not stated) | 5 | 1 | -1 | -8 | 15 | 83 | 0.17 | 0 | 0.9
O=C(NCc1cccs1)c1ccc(Cl)s1 | 3 | 9 | -16 | -4 | 9 | 72 | -0.39 | -13 | 0.9
CC1=C(C(=O)NCCN2CCN(C)CC2)C2(CCC(C)CC2)OC1=O (configuration not stated) | 24 | -1 | -15 | 9 | -14 | 102 | -0.23 | 0 | 1
CCCn1nnc(NC(=O)c2cc3ccccc3o2)n1 | 24 | 6 | -6 | 49* | 20 | 90 | -2.4 | -3 | 1
CCOc1ccc(N2C(=O)c3ccccc3C2O)cc1 (configuration not stated) | 3 | 1 | -12 | 11 | 69* | 92 | -1.6 | 0 | 0.9
Cc1ccc(S(=O)(=O)Cc2ccc(C(=O)N3CCCCCC3)o2)cc1 | -1 | 7 | 1 | 14 | -2 | 138 | 0.022 | 0 | 1.1
CC(C)C1=C2OC(N)=C(C#N)C(C#N)=C2C(C)CC1 (configuration not stated) | -7 | . | 1 | -11 | -17 | 124 | 2.1 | -8 | 0.9
CCCCc1nc(N2CCOCC2)c(C#N)c2c1CCCC2 | -30 | . | -3 | 4 | -19 | 98 | . | -2 | 0.9
CCOC(=O)c1[nH]c2ccc(F)cc2c1NC(=O)C(C)N1CCc2cc(OC)c(OC)cc2C1 (configuration not stated) | 31 | 4 | 6 | -13 | 3 | 23 | 2.7 | -5 | 1
O=C(Cn1cnc2ccccc2c1=O)NCCC(=O)N1CCN(Cc2ccccc2)CC1 | 4 | 4 | -16 | -22 | -3 | 111 | 0.54 | -6 | 0.9
O=C(OCCN1CCCCC1)c1ccccc1Cl | -12 | 3 | -3 | -1 | -8 | 102 | -1.7 | -2 | 1
CC(C)CC(NC(=O)OC(C)(C)C)C(=O)NCc1ccccc1 (configuration not stated) | -12 | . | -5 | -4 | 0 | 99 | . | -2 | 0.9
CCCCOC(=O)C1=C(C)Nc2nnnn2C1c1ccc(OC)c(OC)c1OC (configuration not stated) | 2 | -26 | 1 | -26 | -5 | 86 | 1 | 1 | 0.9
CC(C)C(NC(=O)CC12CC3CC(CC(C3)C1)C2)C(=O)O (configuration not stated) | -14 | 0 | -6 | -16 | -2 | 110 | -0.54 | -2 | 0.9
O=C(NCCC1=CCCCC1)C1CCCN(S(=O)(=O)c2ccccc2)C1 (configuration not stated) | 9 | 8 | -4 | 11 | -3 | 72 | -1.1 | 2 | 1
CC1CCN(S(=O)(=O)c2ccc(NC(=O)c3cccs3)cc2)CC1 | -4 | -11 | 1 | -6 | -12 | 80 | 1.2 | -3 | 0.9
O=C(CSc1nnc2scc(-c3ccccc3)n12)NCc1ccco1 | -7 | 1 | -1 | 0 | -4 | 92 | 2.5 | -4 | 1
Cc1ccc(Cn2nnc(C(=O)Nc3cccc(C)c3C)c2N)cc1 | 4 | 5 | -7 | -8 | 16 | 96 | -0.025 | -1 | 0.8
Cc1cc(=O)n(C)c(=O)n1CCCNc1ccccc1 | -7 | 2 | 0 | -7 | -5 | 146 | -0.62 | 1 | 0.8
COc1ccccc1NC(=O)C1=C(C)NC(SCC(=O)c2ccccc2)=C(C#N)C1c1ccco1 (configuration not stated) | 30 | -20 | 2 | 34 | 12 | 94 | . | -4 | 0.9
CCN(CC)S(=O)(=O)c1ccc(C(=O)NCCc2cc3c(OC)ccc(OC)c3[nH]c2=O)cc1 | 37 | 10 | -1 | 12 | 10 | 82 | 1.6 | -4 | 0.8
c1ccc2c(c1)NC1(CCCCC1)n1c-2nc2ccccc21 | -23 | 22 | -7 | 53* | 31 | 118 | 0.71 | -3 | 0.9
CCOc1ccc(N(CC(=O)N2CC=C(c3ccccc3)CC2)S(=O)(=O)c2c(C)noc2C)cc1 | 2 | 26 | -10 | 4 | -34 | 60 | . | -2 | 1
Cc1ccc(S(=O)(=O)NCCN(CCNS(=O)(=O)c2ccc(C)cc2)S(C)(=O)=O)cc1 | 15 | 5 | 1 | 9 | 8 | 90 | -5.3* | -2 | 0.9
CCCCCCOc1ccc(N2C(=O)CC(N3CCN(C(=O)c4ccco4)CC3)C2=O)cc1 (configuration not stated) | -2 | . | 9 | 5 | -11 | 42 | . | 3 | 0.9
O=C(O)CCC(NS(=O)(=O)c1ccc(N2CCCC2=O)cc1)C(=O)O (configuration not stated) | 11 | -2 | -4 | -8 | 2 | 74 | -1.2 | 0 | 0.9
O=S(=O)(NCCCO)c1ccc2c(c1)Cc1cc(S(=O)(=O)NCCCO)ccc1-2 | -28 | 0 | -1 | -10 | -7 | 117 | 0.0038 | 0 | 0.9

Ordered by the number under Her2 expr inh (smallest number first): some entries from above
| molecule | Her2 expr inh |
| --- | --- |
| COc1cc(CNc2ccc3[nH]c(=O)[nH]c3c2)ccc1OCC(=O)NC(C)(C)C | 124 |
| Cc1ccc(S(=O)(=O)Cc2ccc(C(=O)N3CCCCCC3)o2)cc1 | 138 |
| Cc1cc(=O)n(C)c(=O)n1CCCNc1ccccc1 | 146 |

Additional results
Compound | DUSP1 inh | FXIIa inh mix | Cdc25B block | RORa activator | SF1 activator | Her2 expr inh | D1 allo mod | Hsp90 block | TNAP act mid DEA
COc1ccc(S(=O)(=O)Nc2cc(Cl)ccc2OC)cc1 | 6 | 6 | -8 | 1 | 6 | 55 | -1.8 | -1 | 0.9
CC(NS(=O)(=O)c1ccc(CCC(=O)N2CCN(C)CC2)cc1)c1ccccc1 (configuration not stated) | -5 | 10 | -1 | 6 | 7 | 91 | 0.07 | 1 | 1.1
CCOC(=O)C1=C(C)N(c2ccccc2)C(=O)C1CC(=O)O (configuration not stated) | 9 | 4 | -2 | -16 | 4 | 93 | -0.03 | -4 | 0.9
CC(=O)CCc1oc2ccc(NC(C)=O)cc2c1-c1ccc(C)o1 | 0 | -10 | 22 | -11 | -4 | 65 | 2.2 | -7 | 0.9
CC(C)c1nccn1S(=O)(=O)c1cc(Cl)ccc1Cl | -11 | 10 | -12 | 8 | 5 | 93 | 0.03 | 0 | 0.8
CCCOc1ccc(NC(N)=O)cc1OCCC | -7 | 1 | 1 | -4 | -7 | 126 | 0.04 | 10 | 0.9
O=C(CN1CCN(c2ccc(F)cc2)CC1)Nc1ccc(-n2cnnn2)cc1 | 1 | . | -4 | 0 | 1 | 94 | -1.5 | -7 | 1
C/C(=N\O)C1/C(=N/O)CC2C1C2(C)C (configuration not stated) | 29 | 2 | 2 | -1 | -6 | 94 | -0.96 | 0 | 0.9
c1ccc(N2CCN(Cc3ccsc3)CC2)nc1 | 14 | -21 | -3 | 14 | -2 | 106 | -5.1 | -3 | 1
CCSCCNC(=O)c1cncc(Br)c1 | -6 | 3 | -7 | 15 | -17 | 78 | 0.78 | -4 | 0.9
COCCNC(=O)c1cc(-c2ccc(Cl)c(Cl)c2)on1 | 6 | 13 | -9 | 6 | 3 | 101 | 0.59 | -4 | 0.9
CSc1nncn1/N=C/c1cc(Cl)ccc1F | 8 | 12 | 0 | -1 | 4 | 61 | 1.7 | 1 | 1
O=C(Nc1ccc2sccc2c1)c1ccc(Cl)s1 | 14 | -1 | -6 | 34 | 60* | 60 | -0.85 | -2 | 1.2
COCCNC(=O)c1cc2sc3ccccc3c2s1 | 1 | 2 | -9 | 61* | 50* | 108 | -1.4 | -2 | 1.1
COc1cccc(/C=N\n2c(C)nnc2C)c1OC | 19 | 8 | -3 | -15 | -5 | 135 | -0.59 | -2 | 1
COc1ccc(-c2noc(CSc3nc4ccccc4c(=O)n3-c3ccccc3)n2)cc1OC | 20 | 13 | -3 | -9 | -2 | 84 | . | -2 | 1
c1cncc(-c2nn3c(Cn4nnc5ccccc54)nnc3s2)c1 | 1 | -15 | 2 | 16 | -7 | 141 | 0.37 | -17 | 0.9
Cc1ccnc(NC(=O)CCC(=O)N(CC(=O)NCC2CCCO2)Cc2ccc(F)cc2)c1 (configuration not stated) | -9 | 3 | 5 | -6 | 16 | 124 | -0.23 | 0 | 0.9
CCn1cc(S(=O)(=O)CC(=O)NC2CCCCC2)c2ccccc21 | -1 | 9 | -9 | -13 | 1 | 63 | 1.2 | . | 1
COc1ccc(CCNc2ncnc3nc[nH]c23)cc1OC | -4 | -15 | 4 | -3 | -2 | 71 | 13* | 0 | 0.8
N#C/C(=C(/O)CN1C(=O)c2ccccc2C1=O)c1nc2ccccc2[nH]1 | 9 | 1 | -8 | 4 | 2 | 113 | 0.68 | -2 | 0.9
CCC1(CC)C(=O)C(C)(C)C(=O)OC1c1cccs1 (configuration not stated) | -4 | 4 | -4 | -1 | -16 | 113 | -0.052 | -5 | 0.9
CCn1c(SCC(=O)NCCOc2ccccc2)nc2ccccc2c1=O | 13 | 1 | -12 | -4 | -7 | 83 | 0.5 | -1 | 0.9
O=C1CCCN1CCCN1C(=O)N[C@@H](Cc2ccccc2)C1=O | -5 | -4 | 2 | -23 | -4 | 71 | -0.81 | -4 | 0.9
Cc1cc(C)n2cc(CSc3nnnn3-c3ccccc3C)nc2n1 | 13 | 1 | 5 | -26 | -6 | 82 | 0.14 | 2 | 0.9
COc1ccc(N2CCN(C(CNS(=O)(=O)c3cc(F)ccc3F)c3cccnc3)CC2)cc1 (configuration not stated) | 17 | 7 | -5 | -6 | 2 | 72 | 0.19 | -2 | 1
Cc1ccc(N2C(=O)C(Cl)=C(NCCO)C2=O)c(C)c1 | -15 | 5 | -9 | -14 | 5 | 93 | 0.89 | -2 | 0.9
Cn1c(CNc2ccc(Cl)cc2)nnc1SCc1ccccc1 | -3 | -20 | 0 | -16 | 1 | 121 | -0.54 | -1 | 0.9
O=C(c1ccccc1Cl)N1CCN(c2ccccn2)CC1 | -5 | 6 | -8 | 9 | 7 | 103 | -0.19 | 0 | 1
CCOc1ccc2nc(Nc3nc4c(c(=O)[nH]3)CCC4)nc(C)c2c1 | 14 | 7 | -8 | 1 | 37 | 100 | 0.061 | -6 | 0.8
N#CCc1nc(CSc2nc3ccccc3o2)cs1 | -15 | 7 | -10 | 34 | 41 | 104 | -0.00055 | -7 | 1
O=C(CN1CCN(c2ccccc2F)CC1)c1ccc2cc[nH]c2c1 | 3 | 3 | -2 | 21 | 17 | 81 | -1.3 | -4 | 0.9
CC(C)CN(CC(C)C)S(=O)(=O)N1CCC(C(=O)NCCN2CCOCC2)CC1 | 5 | 4 | -2 | -21 | -6 | 94 | 0.3 | -2 | 1

Bioassay records as filed in PubChem.
